PKM2 act = PKM2 (human) enzyme activation; actives 0.34% (n = 260,000); Potency, µM (titrated, usually from 57.5 µM), without a hit: top-dose activation, actives largely listed as activators; purified PKM2, Kinase-Glo ATP luminescence, activation; response scale: 0% is enzyme alone, no compound; note: potency is the fitted concentration of half-maximal effect; % is set by controls: 0 for no effect and ±100 for the full control effect; nearly all actives have a fitted effect of over 55% in size
Target sequence (P14618 whole entry, looked up): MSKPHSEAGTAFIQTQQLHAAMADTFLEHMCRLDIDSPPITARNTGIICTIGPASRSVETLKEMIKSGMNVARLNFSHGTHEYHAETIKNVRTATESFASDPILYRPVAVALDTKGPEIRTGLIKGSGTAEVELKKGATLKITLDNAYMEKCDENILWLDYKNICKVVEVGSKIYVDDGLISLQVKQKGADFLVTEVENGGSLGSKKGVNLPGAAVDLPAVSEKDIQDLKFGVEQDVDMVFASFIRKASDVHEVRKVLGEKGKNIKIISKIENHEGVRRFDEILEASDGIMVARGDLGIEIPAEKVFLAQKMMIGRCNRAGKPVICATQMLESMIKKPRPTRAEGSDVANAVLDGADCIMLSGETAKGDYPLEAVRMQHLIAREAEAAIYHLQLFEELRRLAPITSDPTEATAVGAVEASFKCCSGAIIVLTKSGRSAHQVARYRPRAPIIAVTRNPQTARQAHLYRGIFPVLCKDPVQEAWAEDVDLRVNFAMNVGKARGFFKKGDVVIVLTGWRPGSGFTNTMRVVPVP
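hPK-M2, >95% pure; 0.1 mM ADP / 0.5 mM PEP final; imidazole pH7.2 buffer w/ 7 mM MgCl2, 50 mM KCl; 1 h RT; Kinase-Glo lum. Intermediate enzyme activity for dual inhibitor/activator qHTS.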
Mito fusion act = blocks mitochondrial division or promotes mitochondrial fusion | Potency, µM (highest dose often 46.1 µM), for the others: top-dose growth rescue (activation), actives largely listed as activators | S. cerevisiae fusion-defective mutant growth rescue, CellTiterGlo 48 h | actives 0.23% (n = 320,000) | AID 485298;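 note: potency is the fitted concentration of half-maximal effect; % of control where 0% means no effect; nearly all actives have a fitted effect of over 45% in size; temperature-sensitive fusion mutants such as fzo1-1 at 37 °C on non-fermentable ethanol glycerol medium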
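Luminescent cell viability in 1536-well qHTS format served as the measure of rescued growth in ts fusion-mutant S. cerevisiae cultured on non-fermentable YPEG for 48 hours at 37C.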
KCNH2 3.1 inh = blocks the human KCNH2 3.1 channel isoform; AID 720553; actives 0.95% (n = 340,000); activity change, % (tested at about 1.8 µM); U2OS KCNH2 3.1, thallium flux FluxOr; stronger effect = lower value;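 active = maximum activity change below -70%; inconclusive = maximum activity change from -70% to -50%; inactive = maximum activity change above -50%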;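 note: thallium influx rate constant from kinetic fluorescence after stimulation buffer; % is set by controls: 0 for no effect and ±100 for the full control effect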
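Virally transduced U2OS (3.1 isoform, 4 h infection in dark at RT) → overnight 37 C → FluxOr + Red40 in HBSS/HEPES, 45 min → stimulation buffer, 2 min kinetic read → rate constant vs DMSO controls.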
Rab9 promoter act = activators of Rab9 promoter; Huh7 Rab9 promoter-luciferase reporter, luminescence, 24 h; Potency, µM (titrated, usually from 9.22 µM), inactives show top-dose activation, negative = inhibition, actives largely listed as activators; actives 2.8% (n = 320,000); AID 485297; note: potency is the fitted concentration of half-maximal effect; % of control where 0% means no effect; nearly all actives have a fitted effect of over 60% in size
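Huh7 cells stably carrying Rab9 promoter–luciferase reporter, plated 1500 cells/well, compound added after 2 h and incubated 24 h at 37 °C; luciferase luminescence then read after 10 min with detection reagent.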
MBNL1-CUG inh = blocks human MBNL1 binding to CUG repeat RNA | TR-FRET MBNL1-His/biotin-(CUG)12 binding, 665/545 ratio | Potency, µM (series often up to 57.5 µM), for inactives: at the highest dose activity change, negative = inhibition, most hits filed as inhibitors | actives 0.036% (n = 280,000); active = well fitted inhibition curve with a large enough effect in the signal ratio, with a control signal flat, not every such curve was filed as active; inconclusive = small, poorly fitted or top-dose-only effect, or effect the other way, or a change in a side signal; inactive = no such curve, though single readings can be large or run the other way; the % refers to the signal ratio; note: potency is the fitted concentration of half-maximal effect; % is set by controls: 0 for no effect and ±100 for the full control effect
Target sequence (Q9NR56 whole entry, looked up): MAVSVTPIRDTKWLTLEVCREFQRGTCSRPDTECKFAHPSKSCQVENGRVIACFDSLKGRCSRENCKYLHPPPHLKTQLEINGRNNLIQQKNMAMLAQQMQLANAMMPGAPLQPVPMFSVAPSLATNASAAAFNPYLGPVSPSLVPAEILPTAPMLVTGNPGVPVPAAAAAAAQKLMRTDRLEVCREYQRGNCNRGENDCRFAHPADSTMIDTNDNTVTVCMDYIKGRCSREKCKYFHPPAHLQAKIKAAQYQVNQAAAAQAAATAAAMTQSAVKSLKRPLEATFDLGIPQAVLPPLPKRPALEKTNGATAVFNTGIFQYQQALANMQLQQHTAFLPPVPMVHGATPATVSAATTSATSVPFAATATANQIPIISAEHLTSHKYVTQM
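TR-FRET readout: Ex 340 nm, 665/545 nm emission ratio, normalized to buffer-only (basal) and MBNL1-(CUG)12 controls. Complex of MBNL1-His with Biotin-(CUG)12, compounds 92 nM–58 uM, incubated 60 min at room temperature.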
ELG1 repair inh = blocks ELG1-dependent DNA repair in HEK293T cells | AID 504467 | HEK293T ELG1-luciferase reporter, luminescence, 16 h; DNA damage induced by 5-fluorouridine | actives 2.3% (n = 330,000) | Potency, µM (highest dose often 46.1 µM), inactives show at the top dose activity change, negative = inhibition, usual class: inhibitors; note: potency is the fitted concentration of half-maximal effect; % is set by controls: 0 for no effect and ±100 for the full control effect; nearly all actives have a fitted effect of over 55% in size
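Luminescence from the luciferase reporter, measured 30 min after ONE-Glo reagent at room temperature, was the read-out. Beforehand, 2,000 cells per well were exposed for 16 hr at 37 °C to 5-fluorouridine together with compound or vehicle.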
RORgamma inh = blocks mouse ROR gamma transcriptional activity; P51450; Drosophila S2 Gal4-RORgamma UAS-luciferase reporter, 20 h; Potency, µM (series often up to 53.6 µM), without a hit: at the highest dose activity change, negative = inhibition, actives largely listed as inhibitors; actives 5.4% (n = 310,000); note: potency is the fitted concentration of half-maximal effect; % is set by controls: 0 for no effect and ±100 for the full control effect; nearly all actives have a fitted effect of over 60% in size
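ROR gamma transcriptional activity was tracked as Gal4-UAS luciferase output in stably transfected Drosophila Schneider cells, with compound added 1 hr before 700 uM copper sulfate induction and a 20 hr ambient-temperature incubation.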
VP16 counter = counter-screen for ROR gamma inhibitors: Gal4-VP16 reporter; actives 3.5% (n = 310,000); Drosophila S2 Gal4-VP16 UAS-luciferase, luminescence, 20 h; Potency, µM (titrated, usually from 53.6 µM), for inactives: top-dose activity, negative = inhibition, usual class: inhibitors;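 note: Gal4-VP16 expression switched on by copper sulfate through the metallothionein promoter; potency is the fitted concentration of half-maximal effect; % is set by controls: 0 for no effect and ±100 for the full control effect; nearly all actives have a fitted effect of over 50% in size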
FLuc counter = firefly luciferase modulation, counter-screen for miR-21 project. purified FLuc, Km substrates, luminescence inhibition. Potency, µM (titrated, usually from 57.5 µM), for the others: at the highest dose activity change, negative = inhibition, actives largely listed as inhibitors. P08659. actives 6.9% (n = 360,000). AID 588342;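 note: potency is the fitted concentration of half-maximal effect; plate controls were vehicle for no effect and reference inhibitor for full effect; nearly all actives have a fitted effect of over 55% in size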
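Biochemical qHTS of compounds, final roughly 60 µM downward over six points, against 10 nM purified firefly luciferase using Km concentrations of substrates (10 uM D-luciferin, 10 uM ATP) in Tris acetate pH 7.5 buffer; luminescence output.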
Menin MLL FP TR = inhibitors of human menin-MLL interaction, mutant MLL peptide; Menin + Texas Red MLL mutant peptide, fluorescence polarization; Potency, µM (series often up to 61.6 µM), for the others: at the top dose FP activity change, negative = inhibition, usual class: inhibitors; O00255; actives 0.23% (n = 270,000); active = well fitted inhibition curve with a large enough effect in the polarisation, with a control signal flat, not every such curve was filed as active; inconclusive = small, poorly fitted or top-dose-only effect, or effect the other way, or a change in a side signal; inactive = no such curve, though single readings can be large or run the other way; the % refers to the polarisation; note: potency is the fitted concentration of half-maximal effect; % of control where 0% means no effect; many of its hits are not listed in these tables
NPC1 promoter act = NPC1 promoter activation; Potency, µM (highest dose often 9.22 µM), for inactives: at the top dose activation, hits mostly activators; Huh7 NPC1 promoter luciferase reporter, 24 h; actives 2.4% (n = 320,000);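 note: potency is the fitted concentration of half-maximal effect; % of control where 0% means no effect; nearly all actives have a fitted effect of over 60% in size; reporter is driven by a mutant NPC1 promoter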
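Luminescence read-out of NPC1 promoter-driven luciferase in stably transfected Huh7 cells; compounds delivered in DMSO and left 24 h at 37C, 5% CO2, qHTS titration format.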
* = called active by the depositor; u = inconclusive; x = not tested or not shown; & = joins results of further samples; [ ] = dose if it differs, or a comment. Unless noted, calls come from the whole dose curve; as a rule, active = well fitted curve in the direction sought with a large enough effect; inconclusive = small, poorly fitted or top-dose-only effect, or another doubt; inactive = no such curve, though single readings can be large; an effect the other way counts as inactive or inconclusive. Not all compounds are listed; rates above refer to the full screens.

SMILES	PKM2 act	Mito fusion act	KCNH2 3.1 inh	Rab9 promoter act	MBNL1-CUG inh	ELG1 repair inh	RORgamma inh	VP16 counter	FLuc counter	Menin MLL FP TR	NPC1 promoter act
CCc1ccc(C(=O)OCC(=O)c2c(N)n(CC(C)C)c(=O)n(C)c2=O)cc1	-6%	-1%	-6	-12%	x	8.2µM*	21%	-23%	-10%	-2%	-11%
Nc1nc(C(=O)N2CCOCC2)nn1C(=O)c1ccc(Cl)cc1	7%	1%	-3	-8%	4%	7%	-10%	3%	0%	13%	-2%
O=C(C1=C(O)C(=O)N(CCCn2ccnc2)C1c1ccccc1)c1ccco1 (stereo unspecified)	-7%	-2%	13	6%	11%	5%	-19%	-4%	0%	6%	0%
Cn1c(SCC(=O)Nc2cccc(NC(=O)c3cccs3)c2)nnc1-c1ccncc1	-6%	0%	-5	-2%	-8%	u	-8%	8%	u	-2%	8%
CNC[C@H](Cc1ccccc1)NC[C@@H](Cc1cccc2ccccc12)NCCc1ccc(C)cc1	-5%	-24%	-3	-3%	-10%	u	u	u	6%	-27%	-4%
Oc1ccc[n+](CC(O)c2ccccc2)c1 (stereo unspecified)	x	-11%	-28	-3%	x	4%	x	x	-2%	x	-3%
Cc1nc2ncnn2c(C)c1CCC(=O)NCCCN1CCN(c2cccc(Cl)c2)CC1	1%	-3%	-6	-5%	2%	-11%	23%[0.365 µM]	x	6%	-1%	2%
C=CCOc1cccc(/C=C2\C(=O)N(Cc3ccc(C)cc3)C(C)=C2C(=O)OC)c1	7%	8%	6	-4%	x	u	2%	u	-2%	-1%	-5%
CCOC(=O)c1c(C)[nH]c(C)c1S(=O)(=O)NC(C)Cc1ccco1 (stereo unspecified)	x	-3%	-80*	9%	-4%	15%	22%	-8%	4%	x	1%
O=S(=O)(NCc1ccccc1)c1ccc(Cl)cc1	-3%	1%	-3	4%	-5%	u	-10%	-11%	5%	5%	-1%
COc1ccc(NS(=O)(=O)c2c(C)[nH]c(C)c2C(=O)N2CCCCC2)cc1Cl	x	-10%	2	5%	0%	1%	25%	-4%	3%	5%	0%
COc1cccc(C2C(C#N)=C(N)OC3=C2C(=O)CCC3)c1OC(=O)c1ccco1 (stereo unspecified)	1%	-1%	2	2%	-6%	3%	3%[0.365 µM]	x	-2%	-19%	0%
N#CC1=C(N)Nc2ncnn2C1c1ccc([N+](=O)[O-])cc1 (stereo unspecified)	-6%	1%	-6	-2%	u	11%	0%	10%	-1%	x	2%
Cc1ccc(-c2cn(C[C@H]3CC[C@@H]([C@@H]4CC[C@H](Cn5cc(-c6ccc(C)cc6)nn5)O4)O3)nn2)cc1	-10%	3%	-15	-3%	-4%	15%	1%	5%	-10%	u	1%
COc1cccc(C2/C(=C(\O)c3c(C)nc4c(C)cccn34)C(=O)C(=O)N2CCCN(C)C)c1OC (stereo unspecified)	-1%	-1%	x	2%	-5%	4%	-7%	3%	-2%	1%	0%
Cc1cc(C(=O)NC2CCCCC2C)c2ccccc2n1 (stereo unspecified)	x	-5%	6	-1%	-2%	7%	-15%	-4%	3%	x	-3%
COc1ccc(S(=O)(=O)N2CCCC(C(=O)NCc3ccncc3)C2)cc1Cl (stereo unspecified)	-5%	15%	5	-3%	-2%	u	u	u	3%[2.3 µM]	16%	u
COc1ccc(NS(=O)(=O)c2cc(NC(=O)c3cc(=O)c4ccccc4o3)ccc2OC)cc1	5%	6%	-6	-2%	x	4%	32%	-20%	-1%	u	-25%
O=C(CCSc1nc2ccccc2o1)Nc1ccccc1	x	-10%	10	0%	-5%	7%	1%	-3%	-4%	12%	1%
CC1=C(C(=O)Nc2ccc(Cl)cc2C(=O)N2CCC(C(N)=O)CC2)SCCO1	x	-1%	4	-3%	-11%	3%	-3%	4%	-1%	x	1%
O=C1Nc2ccccc2CCC1Sc1nnc(-c2ccc(Cl)cc2)s1 (stereo unspecified)	1%	27%	-72*	-1%	-1%	u	u	-6%	0%	-2%	-2%
COc1ccc(NC(=O)N2CCCC2C(=O)Nc2cccc(C)c2C)cc1 (stereo unspecified)	-1%	0%	-2	-6%	3%	-1%	-9%	1%	-1%	8%	-4%
Cc1[nH]c(C(=O)N/N=C/c2ccc(C(=O)O)cc2)c(C)c1C(=O)N/N=C/c1ccc(C(=O)O)cc1	-2%	-2%	8	3%	u	3%	-29%	5%	2%	-11%	1%
CC(O)C(=O)NCCOCCOCCNC(=O)C(C)O (stereo unspecified)	3%	0%	2	0%	-5%	u	-12%	-7%	-2%	5%	-2%
COc1cc(NC(=O)C2=C(N3CCOCC3)/C(=C\c3ccc(Br)cc3)CC2)cc(OC)c1OC	0%	2%	9	3%	-9%	18µM*	u	-27%	-2%	5%	-3%
CCOC(=O)CSc1nn(-c2ccccc2)c(=S)s1	6%	5%	-6	13%	-7%	18%	-14%	1%	-13%	4%	-2%
O=C(c1cc2cc(Cl)ccc2[nH]1)N1CCN(c2ccccn2)CC1	-1%	0%	-3	-2%	3%	-1%	26%[1.91 µM]	-4%	5%	-28%	-5%
CCOc1ccccc1NC(=O)CCNS(=O)(=O)c1cccc2nsnc12	-9%	-5%	17	-1%	u	1%	-1%	9%	1%	0%	-1%
CCC(=O)Nc1cccc(C2=NOC3(C2)C[C@@H](C(N)=O)N(C(=O)CC)C3)c1 (stereo partly specified)	-1%	13%	0	-2%	-5%	13%	-5%	4%	0%	x	-3%
COc1cc(NC(=O)c2ccc(F)cc2)c(OC)cc1Cl	8%	9%	9	2%	-2%	7%	u	3%	u	4%	1%
O=C1NCCCC1C(=O)Nc1ccccc1C(F)(F)F (stereo unspecified)	-2%	2%	15	14%	-5%	13%	2%	-11%	4%	34%[activator]	0%
CCOC(=O)N1CCC(=NNC(=O)COc2cccc(C)c2)CC1	-8%	2%	8	-8%	3%	5%	u	u	1%	0%	-1%
COc1ccccc1CNc1ncnc2c1cnn2-c1ccccc1	21%	14%	35	3%	-5%	u	18%	23%	u	x	17%
Cc1cc(C)nc(SCC(=O)c2ccc(O)c(O)c2)n1	x	-50%[inhibitor]	8	-23%	-1%	5%	-44%	u	0%	u	-3%
CCN(CC)CCCNC(=O)c1ccc2c(Cl)c3c(nc2c1)CCCC3	3%	-2%	-14	-4%	u	0%	-26%	-3%	-2%&4%	-2%	-6%
CCCC(=O)N1c2ccccc2[C@@H](N(C(C)=O)c2ccccc2)C[C@H]1C	-6%	0%	7	5%	-15%	7%	-33%	-2%	1%	-20%	-2%
O=C1NC2(CCCCC2)N=C1c1ccccc1	8%	-1%	-5	-1%	-2%	2%	1%	7%	3%	-2%	-4%

Quoted at random: 4 records from the list
SMILES	PKM2 act	Mito fusion act	KCNH2 3.1 inh	Rab9 promoter act	MBNL1-CUG inh	ELG1 repair inh	RORgamma inh	VP16 counter	FLuc counter	Menin MLL FP TR	NPC1 promoter act
O=C1NC2(CCCCC2)N=C1c1ccccc1	8%	-1%	-5	-1%	-2%	2%	1%	7%	3%	-2%	-4%
CCCC(=O)N1c2ccccc2[C@@H](N(C(C)=O)c2ccccc2)C[C@H]1C	-6%	0%	7	5%	-15%	7%	-33%	-2%	1%	-20%	-2%
O=C1NCCCC1C(=O)Nc1ccccc1C(F)(F)F (stereo unspecified)	-2%	2%	15	14%	-5%	13%	2%	-11%	4%	34%[activator]	0%
COc1ccccc1CNc1ncnc2c1cnn2-c1ccccc1	21%	14%	35	3%	-5%	u	18%	23%	u	x	17%
